Mcl1 Noxa PPI: Mcl-1/Noxa binding inhibitors, primary screen, biochemical, TR-FRET, 1536-well. Induced myeloid leukemia cell differentiation protein Mcl-1 (Homo sapiens), Q07820. TR-FRET Mcl-1/Noxa peptide binding, 2 h. inhibition, % at 21.7 µM. hit rate 1.5% among 220,000. AID 1022, 2008;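 active = compounds that cut the protein-peptide binding signal by more than 50% relative to plate controls in a single-dose test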;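 also: His-tagged Mcl-1 with rhodamine Noxa BH3 peptide and terbium anti-His antibody; 0% = Mcl-1 plus Noxa peptide wells and 100% = peptide-only wells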
Target sequence (Q07820 whole entry, looked up): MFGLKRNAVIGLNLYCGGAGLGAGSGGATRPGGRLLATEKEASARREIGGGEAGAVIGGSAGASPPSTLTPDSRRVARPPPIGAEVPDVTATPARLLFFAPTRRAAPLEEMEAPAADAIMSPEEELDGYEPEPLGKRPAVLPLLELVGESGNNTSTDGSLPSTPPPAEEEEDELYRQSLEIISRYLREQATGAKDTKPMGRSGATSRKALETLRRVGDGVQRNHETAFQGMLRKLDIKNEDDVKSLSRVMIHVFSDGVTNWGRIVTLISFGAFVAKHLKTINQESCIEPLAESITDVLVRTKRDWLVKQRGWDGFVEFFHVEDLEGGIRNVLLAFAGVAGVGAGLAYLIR
Rab2A wt mod: modulators of GTP binding to Rab2A wildtype, primary screen, biochemical, dog, bead-based flow cytometry, multiplex; GST-Rab2 wt beads, Bodipy-GTP binding; GTP binding activity, % at 10 µM; hit rate 0.19% among 190,000; AID 760, 2007;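 active = GTP binding activity at least 20 points away from 100%, either lowered or raised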;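 also: 0% = beads with excess unlabeled GTP and 100% = no-compound control corrected for plate trend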
Cdc42 wt GTP: modulators of GTP binding to wildtype Cdc42, primary screen, biochemical, multiplex bead flow cytometry, Bodipy-GTP | GST-Cdc42 beads; actives lie on both sides | percent activity (GTP binding), % at 10 µM | hit rate 0.2% among 190,000 | AID 761, 2007;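 active = percent activity GTP binding at least 20 points away from the 100% baseline, either down as inhibitor or up as activator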;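 also: median bead fluorescence of bound Bodipy-FL-GTP at 100 nM; 0% = excess unlabeled GTP control and 100% = no compound control; below 100% means less GTP binding so inhibitor and above means activator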
Target sequence (P60953 whole entry, looked up): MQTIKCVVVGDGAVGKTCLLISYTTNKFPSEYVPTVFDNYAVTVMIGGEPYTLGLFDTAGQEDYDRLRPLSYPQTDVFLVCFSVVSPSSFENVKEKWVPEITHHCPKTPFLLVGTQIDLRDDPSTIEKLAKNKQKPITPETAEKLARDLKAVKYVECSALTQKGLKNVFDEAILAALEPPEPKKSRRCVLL
GSH bead fluor: compound fluorescence on glutathione beads, profiling panel, artefact control, biophysical, 488/530 nm, flow cytometry. GSH beads flow cytometry, compound fluorescence 488/530 nm; hits give high values. fluorescence (KMESF) at 10 µM. hit rate 0.25% among 190,000; in the data active = fluorescence above about 89;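 also: glutathione beads carrying GST-tagged Bcl family fusion proteins plus one bare bead set; values are compound well signal with DMSO vehicle wells as background; inactives centre near 16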
Rab7 wt GTP bind: modulators of GTP binding to Rab7, primary screen, biochemical, wildtype, multiplex bead flow cytometry. Rab7 GTPase wild type (dog), Bodipy-FL-GTP binding. GST-Rab7 beads, fluorescent GTP binding; actives lie on both sides; untreated = 100%, excess cold GTP = 0%. GTP binding activity (percent of control), % at 10 µM. hit rate 0.055% among 190,000;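 active = fluorescent GTP binding to Rab7 beads changed by at least 20 points from the 100% baseline, either direction, mostly lower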;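 also: median green fluorescence of bound Bodipy-FL-GTP per Rab7 bead population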
Mcl1-Bid inh: Mcl-1/Bid binding inhibitors, primary screen, biochemical, TR-FRET, 1536-well; inhibition, % at 21.7 µM; TR-FRET Mcl-1/Bid-Dy647 peptide binding; hit rate 0.97% among 220,000; Induced myeloid leukemia cell differentiation protein Mcl-1 (Homo sapiens), Q07820; AID 1021, 2008;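 active = compounds that cut the binding signal by more than half at the single screening dose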;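 also: His-tagged Mcl-1 with europium anti-His antibody binding Bid BH3 peptide; 0% = Mcl-1 plus peptide wells and 100% = peptide-only wells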
Rac1 mut GTP: GTP binding modulators of activated mutant Rac1, primary screen, biochemical, bead-based flow cytometry, multiplex, fluorescent GTP; Ras-related C3 botulinum toxin substrate 1 (Homo sapiens), P63000; GST-Rac1 activated beads; actives lie on both sides; 100% means binding = to untreated wells; percent activity (GTP binding), % at 10 µM; hit rate 0.11% among 190,000;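 active = GTP binding at least 20 percentage points away from the 100% baseline, in either direction, so actives lie on both sides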
HRas wt GTP bind: modulators of GTP binding to HRas wildtype, primary screen, biochemical, bead-based flow cytometry, multiplex | GTPase HRas (Homo sapiens), P01112 | GST-Ras wt beads, Bodipy-FL-GTP binding; actives lie on both sides | GTP binding activity, % at 10 µM | hit rate 0.14% among 190,000 | AID 759, 2007;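 active = GTP binding activity at least 20% away from the 100% baseline, either lowered as inhibitor or raised as activator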;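 also: 0% = unlabeled GTP competition control and 100% = no-compound control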
Target sequence (P01112 whole entry, looked up): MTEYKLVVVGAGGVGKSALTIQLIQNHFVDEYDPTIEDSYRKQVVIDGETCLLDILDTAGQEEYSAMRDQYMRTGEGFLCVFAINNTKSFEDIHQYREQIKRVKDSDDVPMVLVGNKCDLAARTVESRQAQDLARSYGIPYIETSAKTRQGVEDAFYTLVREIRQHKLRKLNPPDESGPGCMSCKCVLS
Pf gamet viab: late stage P. falciparum gametocyte viability inhibitors, primary screen, ATP luminescence, HTS. hit rate 0.065% among 150,000. P. falciparum stage V gametocytes, 24 h. inhibition, % at 10.9 µM;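 active = inhibition above the mean plus 3 SD of compounds within the control limits, set per campaign, cut at about 38% in these data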;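 also: 0% = DMSO wells and 100% = medium only without gametocytes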
Rac1 wt modul: wildtype Rac1 GTP binding modulators, primary screen, biochemical, GST-Rac1 beads, flow cytometry, multiplex; fluorescent GTP binding; actives lie on both sides; 0 = cold GTP competed, 100 = untreated; GTP binding activity (% of control), % at 10 µM; Ras-related C3 botulinum toxin substrate 1 (Homo sapiens), P63000; AID 757, 2007; hit rate 0.27% among 190,000;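 active = GTP binding activity at least 20 points away from the 100% control level, either lower or higher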
Avidin bead fluor: green autofluorescence of compounds with avidin beads – biophysical, 488/530 nm, flow cytometry, artefact control, profiling panel; compound fluorescence 488/530 nm; hits give high values; fluorescence (KMESF) at 10 µM; hit rate 0.38% among 220,000; in the data active = fluorescence above about 47; also: inactives centre near 10
The depositor's hits bear a star; . = not tested or not shown. Rows are unselected; about 3% have a hit in one of these screens.

SMILES | Mcl1 Noxa PPI | Rab2A wt mod | Cdc42 wt GTP | GSH bead fluor | Rab7 wt GTP bind | Mcl1-Bid inh | Rac1 mut GTP | HRas wt GTP bind | Pf gamet viab | Rac1 wt modul | Avidin bead fluor
Clc1ccc(Nc2nc3cccnc3s2)cc1 | 1 | 96 | 97 | 12 | 97 | -12 | 96 | 95 | 5 | 96 | 10
CCCCCCCC(=O)OCC(O)CO (centres undefined) | 23 | 105 | 103 | 19 | 104 | -4 | 98 | 99 | . | 99 | 4
CC(=O)Nc1nc2n(n1)C(c1ccc(F)cc1)C=C(c1ccccc1)N2 (centres undefined) | 13 | 92 | 93 | 13 | 95 | -26 | 93 | 95 | 17 | 93 | 31
COc1ccccc1NC(=O)C(=O)N1CCCC1 | 3 | 104 | 102 | . | 100 | -3 | 96 | 100 | 2 | 98 | 10
FC(F)(F)COc1nc(N2CCCCC2)nc(N2CCNCC2)n1 | 4 | 99 | 97 | 35 | 99 | -3 | 97 | 98 | 7 | 98 | 4
CCn1c(SCC(=O)N2CCCc3ccccc32)nc2c(c1=O)SC(C)C2 (centres undefined) | 4 | 98 | 97 | 18 | 103 | -18 | 96 | 98 | . | 102 | 5
C/C(=N/NS(=O)(=O)c1ccc(Br)cc1)c1ccc(NC(=O)c2ccc(C)o2)cc1 | 15 | 102 | 101 | 17 | 100 | -21 | 97 | 102 | -41 | 100 | 11
CC(=O)Nc1cc(-c2ccc(F)cc2)[nH]n1 | -11 | 94 | 94 | 9 | 95 | -15 | 94 | 95 | -13 | 94 | 24
Cc1cc(C)c2sc(N(CCCN(C)C)C(=O)CN3C(=O)c4ccccc4C3=O)nc2c1 | -6 | 99 | 97 | 10 | 93 | -28 | 94 | 98 | 16 | 97 | 9
c1ccc2c(c1)oc1c(NCc3ccc4c(c3)OCO4)ncnc12 | -28 | 89 | 87 | 25 | 87 | -31 | 89 | 89 | . | 88 | 15
Cc1cccc(NC(=S)NN2CCN(C)CC2)c1C | -3 | 98 | 98 | 6 | 93 | -81 | 99 | 98 | 16 | 102 | 6
Cn1nnnc1SCC(=O)NCc1cccc(C(=O)O)c1 | 2 | 99 | 102 | 5 | 96 | -9 | 100 | 100 | -13 | 105 | 8
O=C(CSc1nc(-c2ccc(F)cc2)nc2ccc(F)cc12)Nc1cccc(C(=O)O)c1 | -11 | 93 | 93 | 25 | 102 | -16 | 91 | 95 | -18 | 95 | 11
COc1ccccc1NC(=O)c1ccc(-n2cccn2)nc1 | -21 | 103 | 98 | 55 | 104 | -29 | 98 | 102 | -8 | 102 | 20
C=CCC1(NC(C)c2ccccc2)CCCCC1 (centres undefined) | -4 | 100 | 101 | 4 | 99 | -28 | 103 | 101 | 13 | 104 | 8
COc1ccccc1NC(=O)C1CCCCC1 | 40 | 101 | 101 | 26 | 98 | -8 | 99 | 101 | -3 | 104 | 90*
CCC/C(C)=N/NC(=O)c1ccccc1O | 23 | 103 | 102 | 16 | 103 | -31 | 101 | 102 | . | 106 | 17
CCc1nc2oc3ccccc3c(=O)c2c(=O)n1-c1ccccc1 | -7 | 101 | 101 | 25 | 101 | -7 | 97 | 101 | 5 | 105 | 8
COc1ccc(NC(=O)Cn2nnc(-c3ccccc3NC(=O)C3CC3)n2)cc1 | -1 | 100 | 101 | 18 | 97 | 0 | 99 | 97 | . | 100 | 24
O=C(c1cnn(-c2ccccc2)c1)c1ccccc1O | 14 | 95 | 104 | 15 | 99 | 30 | 98 | 98 | 4 | 101 | 6
Cc1nnc(SCC(=O)Nc2nsc(-c3ccc(Cl)cc3)n2)s1 | -9 | 98 | 100 | 57 | 101 | -1 | 98 | 99 | -1 | 102 | 15
CC[N+]1(C)CCC(=C2c3ccccc3CC(=O)c3sccc32)CC1 (centres undefined) | 18 | 102 | 104 | 26 | 101 | 0 | 101 | 103 | 10 | 103 | 34
CC(CCc1ccco1)NC(=O)CSc1cc(=O)n(C)c2ccccc12 (centres undefined) | 3 | 97 | 98 | 18 | 97 | -18 | 98 | 96 | . | 101 | 16
CC(c1ccc(Cl)cc1)n1c(-c2ccc3ccccc3n2)n[nH]c1=S (centres undefined) | 1 | 100 | 102 | 20 | 95 | -22 | 100 | 101 | . | 100 | 10
CCOC(=O)CSC1=C(C#N)C(c2ccccc2F)C(C(C)=O)=C(C)N1 (centres undefined) | 25 | 97 | 98 | 33 | 97 | -16 | 96 | 99 | . | 98 | 11
COc1ccc(N2C(=O)CC(c3ccc(OC(C)C)cc3)C2=O)cc1 (centres undefined) | 12 | 99 | 102 | 22 | 99 | -26 | 102 | 103 | . | 107 | 8
COc1ccc(CCNC(=O)Cc2c(Cl)cccc2Cl)cc1 | 25 | 92 | 94 | 18 | 94 | -12 | 93 | 95 | -15 | 94 | 15
O=C(CSc1nc2ccccc2s1)N1c2ccccc2Sc2ccc(C(F)(F)F)cc21 | -23 | 100 | 97 | 8 | 100 | -23 | 98 | 98 | 15 | 98 | 14
O=C(CSc1nncs1)Nc1ccc2c(c1)OCO2 | 7 | 95 | 97 | 19 | 96 | -37 | 97 | 98 | -18 | 98 | 5
Cc1cccc(-n2c(Cc3cc(=O)[nH]c(=O)[nH]3)nnc2SCC(=O)Nc2cccc(C(F)(F)F)c2)c1 | 8 | 106 | 100 | 12 | 105 | -8 | 98 | 102 | 10 | 103 | 18
S=C(Nc1cccc(Cl)c1)NC1CC2CCCC(C1)N2C1CCCC1 (centres undefined) | -11 | 97 | 98 | 4 | 103 | -61 | 98 | 99 | -11 | 103 | 15
O=C(NC1CCCCC1)N1CCSC1=Nc1ccccc1 | 9 | 102 | 102 | 11 | 103 | -5 | 102 | 103 | . | 109 | 9
CCOC(=O)c1c(NC(=O)CSc2nnc(C)c(=O)[nH]2)sc2c1CCCC2 | -7 | 98 | 100 | 19 | 97 | -7 | 95 | 99 | . | 99 | 34
C=CCn1c(O)c(C2=c3ccccc3=NC2=O)s/c1=N/c1nccs1 | 48 | 102 | 104 | 12 | 101 | 56* | 98 | 100 | . | 103 | 5
CCc1ccc(OCCNC(=O)c2ccccc2SCc2ccccc2)cc1 | -8 | 99 | 99 | 29 | 103 | -7 | 95 | 99 | 3 | 101 | 12
CC/C(=N\NC(=O)CSc1ncccn1)c1ccc2c(c1)OCCO2 | -2 | 101 | 100 | 18 | 104 | -8 | 99 | 102 | 15 | 105 | 3
Cn1c2ccccc2c2c(C(=O)NCC3CCCO3)cn(C3CCCC3)c(=O)c21 (centres undefined) | -1 | 103 | 100 | 10 | 99 | -1 | 100 | 101 | . | 106 | 7
CC1CCCN(C(=O)C23CCC(C)(C(=O)C2)C3(C)C)C1 (centres undefined) | 12 | 102 | 104 | 18 | 97 | 0 | 101 | 104 | . | 106 | 25
O=C(CN1CCN(Cc2ccc(F)cc2Cl)C1=O)NCCc1ccc(Cl)cc1 | 3 | 92 | 91 | 11 | 90 | -9 | 92 | 91 | . | 92 | 23
COc1ccccc1-c1cc(C(=O)Nc2ccccc2SC)no1 | 22 | 100 | 102 | 13 | 103 | -5 | 99 | 102 | . | 100 | 36

Whole records from above. Order of values: Mcl1 Noxa PPI	Rab2A wt mod	Cdc42 wt GTP	GSH bead fluor	Rab7 wt GTP bind	Mcl1-Bid inh	Rac1 mut GTP	HRas wt GTP bind	Pf gamet viab	Rac1 wt modul	Avidin bead fluor
Entry for CC/C(=N\NC(=O)CSc1ncccn1)c1ccc2c(c1)OCCO2 = -2	101	100	18	104	-8	99	102	15	105	3
Entry for Cn1c2ccccc2c2c(C(=O)NCC3CCCO3)cn(C3CCCC3)c(=O)c21 (centres undefined) = -1	103	100	10	99	-1	100	101	.	106	7
Entry for O=C(CSc1nc2ccccc2s1)N1c2ccccc2Sc2ccc(C(F)(F)F)cc21 = -23	100	97	8	100	-23	98	98	15	98	14

Next records follow:
SMILES | Mcl1 Noxa PPI | Rab2A wt mod | Cdc42 wt GTP | GSH bead fluor | Rab7 wt GTP bind | Mcl1-Bid inh | Rac1 mut GTP | HRas wt GTP bind | Pf gamet viab | Rac1 wt modul | Avidin bead fluor
CCOC(=O)C1(CCOc2ccccc2)CCN(C(=O)c2cncs2)CC1 | 9 | 96 | 98 | 16 | 93 | -41 | 95 | 97 | . | 97 | 12
Cc1ccnc(N=Cc2c(O)ccc3oc4c(c23)CCCC4)c1 | 28 | 97 | 101 | 9 | 103 | 3 | 96 | 100 | . | 104 | 8
N#CCCN/N=C(/Cc1nc2ccccc2[nH]1)c1ccc(Cl)cc1 | -47 | 105 | 106 | 45 | 105 | -40 | 99 | 104 | . | 106 | 5
COc1cc(CCNc2ccc3nnc(-c4ccccc4)n3n2)cc(OC)c1OC | -14 | 74* | 73* | 6 | 89 | 1 | 89 | 71* | . | 73* | 7
CCN1CCN(CCCNC(=O)c2cc3c(=O)[nH]c4ccccc4c3s2)CC1 | 3 | 99 | 101 | 38 | 102 | -5 | 101 | 101 | . | 102 | 6
CN(c1ccc(OCC(=O)N2CCOCC2)cc1)S(=O)(=O)c1ccc(Cl)cc1 | 0 | 98 | 93 | 71 | 93 | 6 | 93 | 92 | 13 | 94 | 8
CC(C)(C)OC(=O)NNC(=S)NCc1ccc(Cl)cc1 | -5 | 102 | 102 | 26 | 100 | -45 | 99 | 102 | . | 100 | 17
O=C(N/N=C/c1ccncc1)c1cccc([N+](=O)[O-])c1 | 7 | 101 | 103 | 20 | 102 | -8 | 98 | 100 | -9 | 102 | 7
Cc1ccc(CNS(=O)(=O)c2ccc(C(C)(C)C)cc2)n1C | 14 | 104 | 103 | 35 | 104 | -14 | 99 | 102 | . | 104 | 2
C=CCn1c(SCc2nc3ccccc3[nH]2)nnc1-c1cccc(OC)c1 | -1 | 104 | 103 | 22 | 103 | -24 | 100 | 101 | . | 104 | 33
Cc1c(O)ccc2c3c(c(=O)oc12)CCC(C)C3 (centres undefined) | 5 | 96 | 98 | 4 | 98 | -30 | 97 | 99 | -2 | 100 | 7
C=CCN(C(=O)CCC(=O)O)C1CC(=O)N(c2ccc(OCCC)cc2)C1=O (centres undefined) | 10 | 102 | 104 | 35 | 97 | -20 | 102 | 100 | -10 | 103 | 13
Cc1[nH]c(=O)[nH]c(=O)c1S(=O)(=O)N1CCCC(C(=O)NCc2ccc3c(c2)OCO3)C1 (centres undefined) | -2 | 94 | 96 | 16 | 96 | -17 | 98 | 97 | 2 | 100 | 14

Source: PubChem
